# STK33 kinase inh = inhibitors of purified STK33 kinase, primary screen, biochemical, ADP-Glo luminescence, homogeneous, cell-free. Serine/threonine-protein kinase 33 (Homo sapiens), Q9BYT3. MBP phosphorylation. inhibition, % at 10 µM. actives 0.073% (n = 320,000). AID 2661, 2010;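 active means inhibition at or above 25%, using the most active replicate where run in duplicate; inactive means inhibition below 25%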
# KCNQ2 inh = KCNQ2 potassium channel inhibitors, primary screen, cell-based, CHO-K1, FluxOR thallium flux, B-score (AID 2156). B-score at 10 µM. 20 min; hits give low values. actives 1.1% (n = 310,000);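 active means fluorescence ratio B-score at most minus 3 library SDs, with starting brightness B-score within 2 library SDs, cut at about -5.5 in these data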
# Target sequence (O88943 whole entry, looked up): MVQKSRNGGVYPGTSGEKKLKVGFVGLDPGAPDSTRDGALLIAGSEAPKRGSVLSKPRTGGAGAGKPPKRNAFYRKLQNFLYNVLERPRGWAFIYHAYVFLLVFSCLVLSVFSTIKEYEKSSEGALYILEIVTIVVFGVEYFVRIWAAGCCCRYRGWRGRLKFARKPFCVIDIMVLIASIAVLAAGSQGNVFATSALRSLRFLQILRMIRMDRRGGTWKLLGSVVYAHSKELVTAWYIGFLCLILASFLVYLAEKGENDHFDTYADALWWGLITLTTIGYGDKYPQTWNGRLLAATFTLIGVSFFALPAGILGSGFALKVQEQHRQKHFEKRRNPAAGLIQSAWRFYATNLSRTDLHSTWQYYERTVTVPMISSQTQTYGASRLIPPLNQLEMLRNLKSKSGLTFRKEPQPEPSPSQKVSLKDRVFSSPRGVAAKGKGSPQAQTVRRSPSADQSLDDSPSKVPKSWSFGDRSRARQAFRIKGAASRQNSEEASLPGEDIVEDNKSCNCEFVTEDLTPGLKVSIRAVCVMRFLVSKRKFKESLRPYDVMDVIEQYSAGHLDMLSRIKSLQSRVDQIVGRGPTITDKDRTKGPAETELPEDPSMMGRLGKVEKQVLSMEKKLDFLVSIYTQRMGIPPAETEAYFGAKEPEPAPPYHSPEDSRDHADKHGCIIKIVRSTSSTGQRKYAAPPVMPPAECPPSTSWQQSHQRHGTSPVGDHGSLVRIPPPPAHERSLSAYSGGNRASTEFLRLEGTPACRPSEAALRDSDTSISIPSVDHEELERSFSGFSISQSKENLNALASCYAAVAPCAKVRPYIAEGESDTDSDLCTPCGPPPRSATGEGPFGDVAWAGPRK
# OX1R antag = antagonists of human orexin 1 receptor (OX1R); OX1R-expressing cells, FRET antagonist read-out; inhibition, % at 6.6 µM; actives 1.8% (n = 330,000); AID 485270, 2010; in the data active means inhibition mostly above about 38%, no sharp cut-off; inactive means mostly below about 40%;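 further: 0% = agonist challenge alone and 100% = reference antagonist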
# The depositor's hits bear a star; i = inactive; · = not tested or not shown.
no. | Molecule | STK33 kinase inh | KCNQ2 inh | OX1R antag
1 | O=C1CCC([N+](=O)[O-])C(c2cc3c(cc2Br)OCO3)N1 (stereo not drawn) | -2.5 | i | 26.9
2 | Cc1ccccc1-c1cc(-c2ccccc2O)on1 | -0.6 | i | 25.0
3 | CC1CCCC(C)N1CCCNC(=O)Cn1c(=O)c2cccn2c2cccnc21 (stereo not drawn) | -0.3 | i | 5.8
4 | CC(C(=O)N=c1sc2ccccc2n1C)N1C(=O)C2CC=CCC2C1=O (stereo not drawn) | -0.3 | i | 19.0
5 | Cc1ccc(-c2noc(CN(C(=O)c3cccc(Br)c3)C(C)C)n2)cc1 | 0.7 | i | 31.2
6 | CCOC(=O)C(C)Oc1c(Br)cc(C2NC(=O)NC(C)=C2C(C)=O)cc1OCC (stereo not drawn) | -2.3 | i | 37.3
7 | CCCn1c(=N)n(CC(O)COc2cccc(C)c2)c2ccccc21 (stereo not drawn) | -1.1 | i | -1.7
8 | CCCN(C(=O)c1ccccc1N)c1c(C)n(C)n(-c2ccccc2)c1=O | -1.9 | i | 16.8
9 | CCOc1ccc(C(=O)OCC(=O)N2CC(C)OC(C)C2)cc1OCC (stereo not drawn) | -1.2 | i | 0.5
10 | CC(C)(C)c1ccc(NC(=O)C2=CC=CN3CCS(=O)(=O)N=C23)cc1 | -0.2 | · | 14.4
11 | CN1CCc2c(sc3c2c(=O)n(-c2ccccc2)c2n[nH]c(=S)n32)C1 | 35.9* | i | 25.1
12 | CC(/C=C/c1ccco1)=N\NC(=O)CNc1cccc(C)c1 | -1.0 | i | 7.9
13 | N#C/C(=C\c1ccc(-c2ccc(Br)cc2)o1)C(=O)NCCc1c[nH]c2ccccc12 | 0.1 | i | 24.7
14 | COc1ccc(/C=N/NC(=O)c2cc(-c3ccccc3OC(C)C)nc3ccccc23)cc1CN1CCOCC1 | -0.9 | i | 27.9
15 | O=C(Cc1ccccc1)N/N=C/c1cc2c(cc1Cl)OCO2 | -0.6 | i | 19.8
16 | CS(=O)(=O)c1ccc(Cl)c(NC(=O)COC(=O)c2cccc(S(=O)(=O)N3CCCCC3)c2)c1 | -1.3 | i | 18.7
17 | COc1ccc(-n2nc(C(=O)NCc3ccco3)c3c4ccccc4n(C)c3c2=O)cc1 | · | i | 12.8
18 | O=C(Nc1nc2ccc(F)cc2s1)C1CCN(S(=O)(=O)c2cc([N+](=O)[O-])ccc2Cl)CC1 | -0.2 | i | 32.6
19 | Cc1nsc(Nc2ccccc2)c1C#N | 0.2 | i | 8.6
20 | Cc1c(CCOC(=O)c2ccccc2)sc[n+]1CC(=O)c1ccc(Br)cc1 | 0.9 | i | 12.5
21 | Cc1ccc2c(cnn2C(=O)CCCC(=O)NC(C)c2ccccc2)c1 (stereo not drawn) | -0.3 | i | -0.2
22 | Nc1nnc(SCC(=O)Nc2ccc(S(=O)(=O)N3CCOCC3)cc2)s1 | 1.3 | i | 4.0
23 | CC(C)=C(NC(=O)c1ccccc1)C(=O)Nc1ccc(C(=O)O)cc1 | -0.3 | i | 5.9
24 | COc1ccc(CNC(=O)CC2Sc3ccccc3NC2=O)cc1 (stereo not drawn) | 0.0 | i | 20.4
25 | CC(C)Cc1ccc(C2=CSC3=NCCN23)cc1 | 0.2 | i | 6.4
26 | CC(=O)N1N=C(c2ccc3nccnc3c2)CC1c1ccccc1 (stereo not drawn) | 0.2 | i | 11.9
27 | CC1CN(C(=O)c2ccccc2Nc2ccc(SC(F)F)cc2)CC(C)O1 (stereo not drawn) | -0.8 | i | 24.8
28 | C/C(=N\NC(=O)c1ccncc1)c1ccc(N2CCOCC2)cc1 | 0.1 | · | -0.3
29 | COCc1ccc(C(=O)N2CCCCC2C(=O)Nc2ccc(-n3nc(C)cc3C)cc2)o1 (stereo not drawn) | -0.9 | i | 0.4
30 | O=C(NCCOc1ccc(Cl)cc1)C(=O)NCC1CCCO1 (stereo not drawn) | -2.2 | i | 13.6
31 | O=C(Cn1cnc2c(nnn2Cc2ccc(F)cc2)c1=O)N1CCCc2ccccc21 | -0.5 | i | 10.5
32 | C=CCN1C(=O)[C@@H]2Cc3c([nH]c4ccccc34)C(c3cc(OC)c(OC)c(OC)c3)N2C1=S (stereo partly drawn) | 1.3 | -6.12* | 16.7
33 | CCN(CCn1cccn1)C(=O)c1cc(COc2cccc3cccnc23)on1 | · | i | 26.7
34 | O=C(O)c1ccc(Cl)c(S(=O)(=O)N2CCCCCC2)c1 | -3.6 | i | 12.6
35 | Cc1cccc(C)c1NC(=O)Cn1cnc2c(=O)n(C)c(=O)n(C)c21 | -1.4 | i | -1.4
36 | COc1ccc(-c2noc(CCCC(=O)Nc3ccc(C(N)=O)cc3)n2)cc1 | -1.2 | i | 9.7
37 | CCOc1ccc(NCc2cccn2-c2nnc(N3CCC(C(=O)NCCCN4CC(C)CC(C)C4)CC3)s2)cc1 (stereo not drawn) | 2.0 | i | 7.8
38 | CC1C(c2ccccc2)N(C)C(c2ccccc2)CC1(O)c1ccc(F)cc1 (stereo not drawn) | -2.6 | i | 12.9
39 | CC1(C)CN(c2cccc(C#N)c2)C1=O | -0.3 | i | 6.1
40 | Fc1nc(N2CCCC2)c(F)c(Oc2ccccc2Oc2c(F)c(F)nc(N3CCCC3)c2F)c1F | -0.5 | i | 18.5
41 | CN1CCN(CCNC(=O)c2cc3c(=O)n(C)c4ccccc4c3n2C)CC1 | 2.5 | i | 17.2
42 | Cn1c(SCC(=O)c2ccc(F)cc2)nnc1-c1cnccn1 | -1.5 | i | 8.9
43 | COc1ccc(CC(=O)N2CCN=C2SC)cc1OC | -3.8 | i | 9.6
44 | CS/C(N)=N/N=C/c1cc(C)ccc1O | 1.6 | i | 4.2
45 | O=C(CCCc1ccccc1)c1ccc2c(c1)OCCO2 | -2.0 | i | 3.7
46 | CCN(CC)c1ccc(CNC(=O)C/C(C)=N/NC(=O)COc2ccc(C)cc2Br)cc1 | 2.3 | i | 21.0
47 | CC(C)(C)OC(=O)C[C@@H]1C/C=C\C[C@H](CC(=O)N[C@H](CO)Cc2ccccc2)C(=O)N[C@@H](Cc2c[nH]c3ccccc23)COC1=O | -3.0 | · | 9.0
48 | CC(=O)Nc1ccc(S(=O)(=O)N(C)CC(=O)OC(C)C(=O)N(C)Cc2ccccc2)cc1 (stereo not drawn) | -2.6 | i | -0.9
49 | COc1cccc(N2CCN(c3ncnc4c3[nH]c3ccc(F)cc34)CC2C)c1 (stereo not drawn) | -1.1 | -11.2* | 86.0*
50 | COc1cccc(C2c3[nH]c4ccccc4c3CCN2Cc2cccn2-c2ncccn2)c1 (stereo not drawn) | -0.9 | i | 21.4
51 | O=C(Cc1ccc(Cl)cc1)Nc1ccccn1 | 0.6 | i | -3.2
52 | COc1ccc(S(=O)(=O)N2C3CCC2CC(NC(=O)C2CC2)C3)cc1 (stereo not drawn) | -0.6 | i | 17.7
53 | COc1ccc(-n2c(-c3cccc(OC)c3)nc(=S)c3c2CCCC3)cc1 | -1.3 | i | 9.8
54 | COc1ccc(-c2csc3ncnc(N4CCN(CCO)CC4)c23)cc1 | 0.8 | i | 15.0
55 | Nc1oc2ccccc2c1C(=O)Cc1ccccc1O[C@@H]1O[C@H](CO)[C@@H](O)[C@H](O)[C@H]1O | -0.7 | i | 8.4
56 | Cc1ccc(C(=O)CSc2nnc(CNc3nc(-c4ccccc4)cs3)n2C)cc1 | 0.8 | i | 42.7
57 | CC(NC(=O)c1ccccc1Cl)C(=O)OCc1cn2cc(Cl)ccc2n1 (stereo not drawn) | -0.9 | · | -2.0
58 | CCCn1c(C2CCCN2c2nc(-c3ccc(C)cc3)cs2)nc2cc(Cl)c(N3CCCCC3)cc21 (stereo not drawn) | -1.1 | i | 31.5
59 | O=C(Nc1ccc2c(c1)OCCO2)C1CCN(S(=O)(=O)c2cccs2)CC1 | 0.2 | i | 18.7
60 | Cc1cc(NCc2ccccc2)n2ncnc2n1 | -0.3 | i | 11.9

# Whole records, looked up by structure. Screens in order: STK33 kinase inh, KCNQ2 inh, OX1R antag
# Listed for `COc1cccc(C2c3[nH]c4ccccc4c3CCN2Cc2cccn2-c2ncccn2)c1` (stereo not drawn) = -0.9, i, 21.4
# Listed for `Cc1cc(NCc2ccccc2)n2ncnc2n1` = -0.3, i, 11.9
# Listed for `COc1cccc(N2CCN(c3ncnc4c3[nH]c3ccc(F)cc34)CC2C)c1` (stereo not drawn) = -1.1, -11.2*, 86.0*
# Listed for `COc1ccc(-c2csc3ncnc(N4CCN(CCO)CC4)c23)cc1` = 0.8, i, 15.0

# The listing continues.
no. | Molecule | STK33 kinase inh | KCNQ2 inh | OX1R antag
61 | CC(C)c1c(C(=O)N/N=C/c2cccc3ccccc23)nnn1-c1nonc1N | 0.6 | i | 12.6
62 | CCC/C(O)=C1\C(=O)CCCC1=NCCc1c(C)[nH]c2ccc(C)cc12 | 0.8 | i | 21.7
63 | CCOC(=O)C1CCN(c2ncnc3c(C)csc23)CC1 | -0.4 | i | 28.8
64 | CCOC(=O)c1c(C)[nH]c(NC(=O)NNC(=O)c2ccc(OC)cc2)c1C | -0.7 | · | -5.9
65 | CCOc1ccc(C(=O)N/N=C(\c2ccccc2)c2ccccn2)cc1 | 0.6 | i | 26.0
66 | CCC(C)Sc1ccc([C@H]2N[C@@](CC(C)C)(C(=O)OC)[C@H]3C(=O)N(C)C(=O)[C@@H]23)cc1 (stereo partly drawn) | -0.1 | i | 19.2
67 | O=C(O)CSc1ncnc2sc(-c3ccccc3)cc12 | -0.2 | i | 5.0
68 | Cc1ccn2c(CNCCn3nc(C)cc3C)c(C(=O)N3CCCCCC3)nc2c1 | 0.4 | i | 20.4
69 | CCOC(=O)N1CCN(C(=O)Cn2c(=O)sc3ccccc32)CC1 | -0.8 | i | 10.7
70 | COCCOC(=O)c1c(C)oc2ccc(NS(=O)(=O)c3ccc(C(=O)O)cc3)cc12 | 10.6 | i | 9.9
71 | CCC1(CC)C(=O)NC(=O)NC1=NCCc1ccc(O)cc1 | -0.6 | i | 4.1
72 | CCN1CCN(c2ccccc2NC(=O)C(C)Oc2ccc(C(C)=O)cc2)CC1 (stereo not drawn) | 1.0 | · | 3.0
73 | CCn1cc(Br)c(C(=O)Nc2cccc(Cl)c2)n1 | -1.0 | i | 11.8
74 | COc1ccc(NC(=O)CSc2cccc3cccnc23)c(OC)c1 | -0.3 | i | 14.0
75 | CCOc1ccc(NC(=O)CC2C(=O)N(c3cccc(OC)c3)C(=O)N2C(C)C)cc1 (stereo not drawn) | -0.7 | i | 1.8
76 | CCc1nn2c(=O)cc(COc3ccc(/C=C4\C(=N)N5N=C(C)SC5=NC4=O)cc3)nc2s1 | -1.5 | i | 4.9
77 | COc1ccc2[nH]c(O)c(NC(C)=O)c2c1 | -0.7 | i | 32.6
78 | Cc1ccc(-c2nnn(CC(=O)N3CCN(c4ccccc4)CC3)n2)o1 | 1.0 | i | 17.1
79 | O=C(CSc1nnnn1-c1ccccc1)NC(=O)Nc1ccc2c(c1)OCCO2 | -1.9 | i | 25.6
80 | CCCCC1=CC2=CC(=O)C(C)(OC(=O)c3cccs3)C(=O)C2=CO1 (stereo not drawn) | -0.5 | i | 27.2
81 | Cc1ccc(Oc2ccccc2/C=C2\SC(=O)N(C)C2=O)cc1 | -1.6 | i | 23.4
82 | c1ccc(C2[C@H]3CN(Cc4cccnc4)[C@H](c4ccccc4)C34CC2(c2ccccc2)C4)cc1 (stereo partly drawn) | -0.4 | i | 9.0
83 | COc1ccc2c(ccc[n+]2CC(=O)c2ccccc2)c1 | 0.1 | i | ·
84 | CC(=O)NN1C(=O)/C(=C\c2ccc(C)cc2)SC1=S | -1.5 | i | 10.1
85 | COc1cc(NC(=O)C2CCCCN2)ccc1OCC(C)C (stereo not drawn) | 8.7 | i | 17.2
86 | NS(=O)(=O)c1cccc(NC(=O)c2cccc(N3C(=O)c4ccccc4C3=O)c2)c1 | 0.6 | · | 7.3
87 | O=C(Nc1ccc(Cc2ccncc2)cc1)C1CCC(N2C(=O)C3CCCCC3C2=O)CC1 (stereo not drawn) | -2.4 | i | 7.4
88 | COc1ccc(CCNC(=O)CSc2ccc(-c3ccco3)nn2)cc1OC | -1.1 | i | 23.6
89 | COc1ccc(/C=N/N2C(=O)C3C4C=CC(C4)C3C2=O)cc1[N+](=O)[O-] (stereo not drawn) | -1.4 | i | 28.0
90 | Cc1ccc(C(=O)N2CCN(c3ncccn3)CC2)c(C)c1 | 7.8 | i | 5.3
91 | COc1ccccc1-c1c(C(F)(F)F)oc2cc(OCC(=O)Nc3ccccc3C(F)(F)F)ccc2c1=O | -3.0 | i | 3.5
92 | CC1=NN(c2ccccc2)C(=O)C1N=Nc1ccc(S(N)(=O)=O)cc1 (stereo not drawn) | 0.5 | i | 4.4
93 | COc1ccc(N(C(=O)CNC(=O)c2cccs2)C(C(=O)NC2CCCC2)c2ccncc2)cc1 (stereo not drawn) | -0.8 | i | 7.0
94 | Cc1cccc(NC(=O)N2CCCC2C(=O)NCc2cccs2)c1 (stereo not drawn) | -0.6 | i | 15.6
95 | C/C(=N\NC(=O)c1ccncc1)c1cc2ccccc2o1 | -1.0 | i | 10.0
96 | Cn1c(CO)cnc1SCC(=O)c1ccc(F)cc1 | -2.1 | i | 13.5
97 | COC(=O)CN(C(=S)Nc1ccc(Cl)cc1)C1CC(=O)N(c2ccc(OC)cc2)C1=O (stereo not drawn) | -2.0 | i | 8.3
98 | COc1ccc(NS(=O)(=O)c2cc(OC)ccc2NC(=O)c2cc(C)oc2C)cc1 | -0.8 | i | 21.2
99 | Cc1cc(NC(=O)CCC(=O)N(CCC(C)C)C(C(=O)NC2CCCC2)c2cccnc2)no1 (stereo not drawn) | -1.2 | i | 28.5
100 | CCOc1ccc(NC(=NCc2ccc3c(c2)OCO3)SC2CC(=O)N(c3ccc(OCC)cc3)C2=O)cc1 (stereo not drawn) | -0.4 | i | 13.2
101 | Cc1cc(Cl)c(S(N)(=O)=O)cc1OCC(=O)NC1CCCCC1 | 0.7 | i | 12.9
